V1R ag counter: activates human V1a receptor in oxytocin agonist counter-screen; CHO-V1R cells, Fluo-8 calcium fluorescence, agonist mode; 0% DMSO, 100% 3 nM vasopressin; AID 2797; actives 0.25% (n = 320,000); activation, % at 3 µM;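 active = activation above the mean activation of all tested compounds plus 3 SD, per screening run, cut at about 20% in these data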;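 note: signal is peak over basal fluorescence ratio across a 100 second FLIPR read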
Target sequence (P37288 whole entry, looked up): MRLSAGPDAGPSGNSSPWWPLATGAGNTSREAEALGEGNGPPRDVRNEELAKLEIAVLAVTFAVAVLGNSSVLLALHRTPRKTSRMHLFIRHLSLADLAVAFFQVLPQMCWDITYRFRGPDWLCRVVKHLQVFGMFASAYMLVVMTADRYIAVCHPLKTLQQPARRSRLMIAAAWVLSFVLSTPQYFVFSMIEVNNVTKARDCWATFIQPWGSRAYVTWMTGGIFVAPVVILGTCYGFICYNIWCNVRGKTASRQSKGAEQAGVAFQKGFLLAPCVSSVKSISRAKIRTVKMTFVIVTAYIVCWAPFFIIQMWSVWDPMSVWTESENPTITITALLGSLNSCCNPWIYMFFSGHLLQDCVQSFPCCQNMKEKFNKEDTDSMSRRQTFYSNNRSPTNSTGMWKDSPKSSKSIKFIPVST
CHO-K1 Ca antag: counter-screen for M1 antagonists: effect in parental CHO-K1 cells; ATP-induced calcium, Fluo-8 fluorescence; inhibition, % at 3 µM; actives 0.6% (n = 360,000); AID 602250;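 active = inhibition above a per-plate cutoff, the plate's mean sample inhibition plus 3 SD, cut at about 24% in these data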;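 note: 0% = DMSO plus EC80 ATP and 100% = DMSO alone without ATP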
M1 PAM parental: nonselective activator or artifact in parental CHO-K1 calcium assay; ATP EC20, Fluo-8 calcium fluorescence; 0% at ATP EC20, 100% at ATP max; activation, % at 3 µM; actives 0.02% (n = 360,000);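 active = activation above the run cutoff, the mean activation of all test compounds plus 3 SD, cut at about 40% in these data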;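 note: peak over basal fluorescence ratio in a 140 s read after ATP addition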
TAAR1 antagonist: human TAAR1 antagonism; Q96RJ0; CHO RD-HGA16 TAAR1, Fluo-8 calcium fluorescence, antagonist; inhibition, % at 3 µM; actives 1.5% (n = 360,000);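 active = inhibition above a per-plate cutoff, the mean inhibition of test compounds on that plate plus 3 SD, cut at about 49% in these data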;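 note: 0% = DMSO plus EC80 beta-PEA response and 100% = DMSO alone without agonist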
Target sequence (Q96RJ0 whole entry, looked up): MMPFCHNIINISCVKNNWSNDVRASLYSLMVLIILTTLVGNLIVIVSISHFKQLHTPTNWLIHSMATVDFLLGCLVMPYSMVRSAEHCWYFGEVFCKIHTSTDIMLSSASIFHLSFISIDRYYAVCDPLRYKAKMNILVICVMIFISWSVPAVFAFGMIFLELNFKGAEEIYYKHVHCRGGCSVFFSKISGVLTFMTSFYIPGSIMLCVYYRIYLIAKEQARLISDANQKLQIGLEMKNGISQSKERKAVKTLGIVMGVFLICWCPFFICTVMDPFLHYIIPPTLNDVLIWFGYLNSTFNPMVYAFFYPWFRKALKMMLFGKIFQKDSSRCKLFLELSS
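System: RD-HGA16 CHO cells with stable hTAAR1 and Gα16 | Probe or stimulus: EC80 β-phenethylamine stimulus | Dosing: 3 µM, single point | Times: Dye loading 75 min at 37 °C, then 30 min room temperature | Measured by: Fluo-8 calcium-sensitive fluorescence | Read-out basis: % inhibition of agonist calcium response | Replicates: n of 1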
M1 ag parental: nonselective activator or artifact in parental CHO-K1 cells. activation, % at 3 µM. Fluo-8 calcium fluorescence; scaled to maximal ATP response, vehicle zero. actives 0.48% (n = 360,000); in the data active = activation above about 15%;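 note: untransfected CHO-K1 host cells lacking M1 receptor as counterscreen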
CHO parental Ca: signal in parental CHO cells, OX1R antagonist counter-screen | parental CHO-K1, ATP-induced calcium, Fluo-8 fluorescence | actives 0.63% (n = 330,000) | inhibition, % at 5.6 µM;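 active = inhibition above that plate's mean sample inhibition plus 3 SD, cut at about 26% in these data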;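 note: 0% = ATP-challenged DMSO wells and 100% = DMSO wells without ATP; some compounds past the cut are filed as inactive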
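Material: Parental CHO cells | Reagent: ATP | Compound dosing: Single nominal dose of 5.6 µM per compound | Detection: Intracellular calcium via Fluo-8 no-wash fluorescent dye | Read-out: % inhibition of ATP-induced calcium mobilization | Benchmarks: Low control ATP plus DMSO, high control DMSO only | Replicates: Singlicate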
GPR7 antagonist: human neuropeptides B/W receptor 1 antagonism | inhibition, % at 4.4 µM | AID 1861 | GPR7-expressing cells, fluorescence antagonist assay | P48145 | actives 1.1% (n = 290,000); in the data active = inhibition above about 16%, passing the limit was not always enough;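 note: cells stimulated with the agonist NPW; 0% = agonist with vehicle and 100% = vehicle without agonist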
OXTR ag: activates the human oxytocin receptor; P30559; CHO-OTR cells, Fluo-8 calcium fluorescence; normalized: DMSO 0%, oxytocin 100%; activation, % at 3 µM; actives 0.32% (n = 320,000); AID 2435;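 active = activation above the mean of all tested compounds plus 3 SD, cutoff set per screening run, cut at about 20% in these data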;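 note: peak over basal fluorescence ratio from a 100 s FLIPR kinetic read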
OXTR potentiate: human OXTR potentiation; P30559; CHO-OTR cells, Fluo-8 calcium fluorescence, potentiator mode; 0% = oxytocin EC15, 100% = EC100; activation, % at 3 µM; actives 0.061% (n = 320,000); AID 2445;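 active = activation above that plate's cutoff, the mean activation of tested compounds plus 3 SD, cut at about 6.6% in these data, passing the limit was not always enough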;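 note: 100% uses oxytocin at 75 nM as the full agonist control; some results filed as inactive read as strong as hits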
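Dosing: Single dose, 3.0 µM nominal final compound concentration | Material: Human OTR in CHO cells | Technique: Kinetic Fluo-8 calcium fluorescence | Benchmarks: EC15 oxytocin alone as 0%, 75 nM oxytocin as 100% | Probe or stimulus: Oxytocin at about EC15, sub-maximal agonist stimulus | Incubation: Compound 6 min at room temperature before oxytocin, 100 s read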
* marks the source's active call; other numbers are inactive results; nt = no result given.

Compound	V1R ag counter	CHO-K1 Ca antag	M1 PAM parental	TAAR1 antagonist	M1 ag parental	CHO parental Ca	GPR7 antagonist	OXTR ag	OXTR potentiate
COc1ccccc1C1C(C#N)=C(N)Oc2c1c(-c1ccccc1)nn2-c1ccccc1 (stereo unspecified)	13.2	14.2	5.2	-6.1	11.0	-7.7	9.2	15.7	-8.9
CCN(CC)c1ccc(NC(=O)CN2CCN(CC(=O)Nc3ccc(OC)cc3)CC2)cc1	0.8	-8.9	16.6	-23.1	0.9	-4.6	5.5	0.6	-1.5
C#CCOCCOCCOCCNc1nc(N2CCN(C(=O)C([C@@H](C)CC)n3cc(C(N)COC(=O)C(F)(F)F)nn3)CC2)nc(N2CCN(C(=O)[C@H](Cc3ccc(O)cc3)n3cc(C(N)[C@H](C)CC)nn3)CC2)n1 (stereo partly specified)	0.2	nt	nt	-11.5	nt	-8.6	nt	0.3	6.6
COc1ccc(N(C(=O)c2ccco2)C(C(=O)NC2CCCC2)c2cccnc2)c(OC)c1 (stereo unspecified)	-0.8	-10.4	14.5	-26.5	2.5	-0.1	-11.9	-0.4	-15.0
CCC(C)C(N)C(=O)N1CCCC1C(=O)NC(C(=O)O)C(C)CC (stereo unspecified)	nt	6.0	-10.0	-31.8	0.8	nt	nt	nt	nt
COc1cc(/C=N/NC(=O)c2ccccn2)ccc1OC(=O)c1cccs1	1.1	-5.1	8.4	-14.6	1.0	0.5	-19.9	0.0	-13.8
Cc1ccc(-c2cc(C(=O)NCc3cnn(C)c3)c3cc(Br)ccc3n2)cc1	0.4	-9.2	26.1	10.7	2.1	-2.9	-5.5	-0.6	-8.8
O=C(Nc1scc(-c2ccccc2)c1C(=O)O)c1ccccc1F	-0.3	9.2	3.9	-24.8	0.2	-1.8	-17.6	-1.4	-2.5
CCC(Sc1nc(N)c(NC(=O)c2ccc(Br)o2)c(=O)[nH]1)C(=O)O (stereo unspecified)	0.8	-10.8	13.7	1.6	0.6	0.2	4.6	0.1	-1.4
Cc1ccc(-c2nsc(SCC(=O)Nc3ccc4c(c3)OCO4)n2)cc1	2.8	-4.7	7.3	-11.0	0.1	-23.1	-11.4	0.6	-6.7
CCN(CC)S(=O)(=O)c1cc(NS(=O)(=O)c2cccc(Cl)c2Cl)ccc1C	4.0	-9.4	19.8	7.6	5.2	-29.0	-8.9	-1.3	-1.7
Cc1nc(NCC2CCCO2)nc2c1C(=O)CC(C)(C)C2 (stereo unspecified)	0.9	20.7	-1.3	12.8	-0.6	2.4	-0.3	1.1	2.9
Cc1nn(C(=O)c2ccco2)c(C)c1CN1C(=O)c2ccccc2C1=O	-0.3	-17.4	4.5	15.2	0.3	-8.3	4.2	-0.1	3.4
COc1ccc(NC(=O)OC(C)C)cc1	0.4	-0.2	-2.8	2.9	0.0	-4.0	-4.8	-0.8	-8.1
CCOC(=O)c1c(C)[nH]c(C(=O)OCC(=O)NCc2ccc(F)cc2)c1C	0.8	-14.8	25.6	-25.4	0.5	-16.7	nt	-1.5	-6.5
C[C@H](CO)N1C[C@H](C)[C@@H](CN(C)CC2CC2)OCc2cnnn2CCCC1=O	nt	19.8	-12.2	-1.4	0.3	nt	nt	nt	nt
C#CCSc1cc(C(F)(F)F)nc(-c2ccccn2)n1	-1.3	6.5	1.4	-5.2	-0.1	-27.9	-11.8	-1.9	-5.3
COc1ccc(/C=C2\CCCC3C2=NN(C(=O)CSc2ncn[nH]2)C3c2ccc(OC)cc2)cc1 (stereo unspecified)	2.0	-13.3	11.9	-12.9	0.3	-12.0	-13.9	4.9	-8.2
Cc1ccccc1-c1nc(S(=O)(=O)c2ccccc2)c(NCCCN2CCOCC2)o1	1.3	-16.7	12.8	3.5	1.1	-18.9	nt	2.8	-3.8
COc1cccc(C(=O)Nc2cccc3ccccc23)c1	nt	-14.7	25.2	-17.7	0.9	nt	0.3	nt	nt
COc1ccc(Oc2nc(C)nc3c2oc2ccccc23)cc1	1.0	-9.5	15.7	6.5	0.1	-22.9	-11.8	-0.6	-6.0
O=C(CN1C(=O)NC2(CCCCCC2)C1=O)Nc1ccc(OC(F)(F)F)cc1	nt	12.7	-5.6	-14.9	-0.5	nt	nt	nt	nt
COc1ccccc1NC(=O)c1ccc(S(=O)(=O)N2CCCC(C)C2)cc1 (stereo unspecified)	-0.2	-18.7	9.3	-7.9	0.1	-24.9	0.1	-2.7	-4.2
Nc1cc(=O)nc(SCc2ccccc2)n1Cc1ccco1	0.2	-10.1	11.8	4.7	0.5	-5.3	-9.9	0.0	-6.5
COc1ccc(C2c3ccc(O)cc3Oc3ncn(CC(C)C)c(=N)c32)cc1 (stereo unspecified)	1.5	1.6	0.9	11.5	0.7	-6.8	3.5	0.2	-3.0
CC[C@H](C)[C@@H](C(=O)NCCCCCCCCCCC(=O)N1CCNCC1)n1cc(CCCCN=C(N)N)nn1	-0.3	-1.7	10.1	-8.7	0.5	-8.4	nt	-0.4	-6.1
CC12CC3CC(C)(C1)CC(C(=O)NCc1ccco1)(C3)C2	-1.1	-5.8	-5.4	1.3	0.0	7.7	-21.9	-1.0	-5.0
c1ccc(-n2nnnc2N2CCOCC2)cc1	0.7	-6.5	13.3	4.6	0.2	-5.1	3.1	0.3	-8.5
Oc1ccc(/C=N/Nc2ccc3ccccc3c2)c(O)c1	0.4	-9.2	13.1	-7.9	0.7	-5.1	2.0	-0.2	-35.2
O=C(/C=C/c1ccc(N2CCOCC2)cc1)c1ccccc1	19.2	16.6	-11.1	4.9	11.2	-3.2	8.6	17.3	-5.7
CC(=O)c1sc(NC(=O)CSCc2c(C)noc2C)nc1-c1ccccc1	0.4	-1.0	6.6	15.5	0.1	-7.9	nt	-0.9	-7.5
Cc1nc(N)[nH]c(=O)c1CCCNS(=O)(=O)c1ccc([N+](=O)[O-])cc1	nt	-6.7	2.5	-2.6	0.1	nt	nt	nt	nt
CC(C)(C)OC(=O)NC(Cc1ccccc1)C(=O)O (stereo unspecified)	0.2	-3.5	-7.3	-18.7	0.4	3.7	-2.8	-0.2	2.5
CN(C)S(=O)(=O)c1cc(NC(=O)COC(=O)CC2CC3CCC2C3)ccc1Cl (stereo unspecified)	5.4	-18.3	1.0	0.1	6.0	-19.3	nt	5.3	-10.5
COCCCn1c(=O)c2ccccc2n(Cc2ccccc2C)c1=O	-0.7	-11.0	9.5	-15.3	0.5	-17.2	-2.5	-1.4	-3.9
COCCCNC(NC(=O)c1ccc(C)cc1)C(Cl)(Cl)Cl (stereo unspecified)	3.1	7.5	15.5	-2.0	6.1	1.8	0.9	3.4	-11.0
O=[N+]([O-])c1ccccc1Nc1nc(-c2cccnc2)cs1	-1.3	-7.4	10.1	4.0	2.4	-16.8	-13.7	-2.7	-2.3
CCCCC1(Cc2cccc([N+](=O)[O-])c2)C(=O)N(c2ccccc2)N(c2ccccc2)C1=O	0.6	-4.2	14.2	25.7	0.5	-2.1	-11.6	-1.8	-13.4
CC1CCC(=O)N(CCC#N)CC1 (stereo unspecified)	0.3	-16.8	10.6	6.8	0.4	-4.3	0.2	0.6	-17.5
COC(=O)c1ccc(N2C(=O)C3CC(C)=C(C)CC3C2=O)cc1 (stereo unspecified)	-0.3	-8.7	18.5	12.3	2.6	-12.6	1.4	-0.8	-9.2
Cc1ccc(C(=O)N2CCCc3ccccc32)c(Cl)c1	nt	2.5	12.6	-33.2	0.3	nt	nt	nt	nt
COc1ccc(CCNS(=O)(=O)c2cnc(Cl)c(Br)c2)cc1OC	-1.1	-14.1	10.4	17.6	0.8	-2.4	-1.2	-0.8	-0.4
Cc1ccc(OCC(=O)N/N=C/c2ccncc2)cc1	1.5	-10.7	22.6	5.8	0.7	-7.7	-3.7	-0.6	-15.5
Cc1nc(NCCN2CCOCC2)c2nnn(Cc3ccccc3Cl)c2n1	2.3	-10.0	15.3	8.9	1.2	-16.3	-5.9	0.8	0.4
O=C(NC(=S)Nc1ccc2c(c1)OCCO2)c1cccc2ccccc12	0.9	2.3	8.7	3.6	1.2	1.1	2.1	-0.4	-17.0
CSc1ncc(C(=O)Nc2ccc(Br)cn2)c(C)n1	nt	-12.2	13.8	-19.8	0.1	nt	-1.6	nt	nt
COc1ccc2cc(CN(CC3CCCO3)C(=S)Nc3ccccc3)c(=O)[nH]c2c1 (stereo unspecified)	0.3	3.6	-11.5	12.0	0.8	-15.9	-7.0	-1.7	-3.5
CCOC(=O)Cc1csc(NC(=O)COC(=O)/C=C/c2ccc(OC)cc2)n1	3.6	-7.1	-7.3	9.1	1.7	-14.1	nt	5.9	-6.8
O=C(/C=C/c1ccccc1)NC(=S)N1CCSCC1	0.1	-5.2	16.2	-27.5	0.2	-5.1	1.6	0.4	0.9
CCN(CC)C1=NC=CC(c2ccccc2)=CC1C (stereo unspecified)	0.9	11.8	-5.6	11.5	0.1	-2.3	-8.7	0.7	-0.8
COc1cc(NC(=S)NCc2ccc(S(N)(=O)=O)cc2)c(OC)cc1Cl	-0.5	-3.4	9.3	9.8	0.3	0.8	-5.8	-1.1	-5.5

Screening data from PubChem.
